Chronic BCR inh: blocks chronic active B-cell receptor signaling. 340,000 compounds, 0.05% hits. ABC-DLBCL IkBa-CBG/CBR reporter, luminescence ratio, 4 h. AID 493014. Potency, µM (doses to about 46.1 µM), for inactives: at the highest dose ratio change, negative = lower green/red ratio, hits mostly inhibitors; active means well fitted inhibition curve with a large enough effect in the signal ratio, with a control signal flat, not every such curve was filed as active; inconclusive means small, poorly fitted or top-dose-only effect, or effect the other way, or a change in a side signal; the % refers to the signal ratio;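 further: potency means the concentration at half of the fitted maximal effect; plate controls were basal doxycycline-induced cells for no effect and cells given 10 µM MG132 for full effect; MG132 reads +100%, hits lower the ratio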
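Cell line TMD8 (human ABC DLBCL), stably expressing tet-inducible CBG68-IkBa fusion and CBR; IMDM/0.5% FBS; cpd up to 46 uM; dox induction, 4 h, 37C/5% CO2; dual luminescence; green/red ratio; MG132 control.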
TSHR antag: blocks TSH signaling through the human TSH receptor | TSHR-expressing cells, TSH-stimulated cAMP HTRF, 2 h; stronger effect = lower value | activity change, negative = inhibition, % at 11.5 µM | 330,000 compounds, 0.2% hits;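 active means activity change below a set negative limit, meaning inhibition stronger than a set level, cut at about -70% in these data; inconclusive means activity change between two set negative limits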; further: on the % scale 0 is the no-effect control and ±100 the full control effect
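TSHR-expressing cells, 200/well, pre-treated with compound, then stimulated with EC80 TSH (4nM final) for 2 hours at 37 deg C. cAMP measured by competitive HTRF: anti-cAMP cryptate antibody in lysis buffer plus cAMP-d2, read after 30 minutes at room temperature.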
hERG WT inh: inhibitors of human wildtype KCNH2 potassium channel; Q12809; U2OS, BacMam KCNH2, thallium flux FluxOr; stronger effect = lower value; AID 720551; activity change, % at 1.84 µM; 340,000 compounds, 0.37% hits;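 active means maximum activity change below -70%; inconclusive means maximum activity change between -70% and -50%; inactive means maximum activity change above -50%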; further: on the % scale 0 is the no-effect control and ±100 the full control effect
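U2OS cells transduced with wild-type KCNH2 virus are loaded with FluxOr dye for 45 min, and thallium flux is measured in kinetic reads before and after stimulation buffer. Rate constants are normalized to DMSO controls.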
MLL CXXC-DNA inh: inhibitors of human MLL CXXC domain-DNA interaction; Q03164; MLL-CXXC / FITC-HOXA9 DNA fluorescence polarization; Potency, µM (series often up to 115 µM), without a hit: at the highest dose activity change, negative = inhibition, hits mostly inhibitors; 290,000 compounds, 0.037% hits; AID 2662; active means well fitted inhibition curve with a large enough effect in the polarisation, with a control signal flat, not every such curve was filed as active; inconclusive means small, poorly fitted or top-dose-only effect, or effect the other way, or a change in a side signal; inactive means no such curve, though single readings can be large or run the other way; the % refers to the polarisation; further: potency means the concentration at half of the fitted maximal effect
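Purified MLL-CXXC (added from a 7 uM solution) was preincubated 5 min at ambient with pinned compounds in 50 mM Tris-HCl pH 7.5, 50 mM NaCl, 1 mM DTT, 0.05% BSA. Fluorescein-labeled HOX-A9 DNA (50 nM solution) followed, 30 min, then polarization read.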
AT treatment: candidate therapy for ataxia-telangiectasia; 320,000 compounds, 0.19% hits; Potency, µM (top dose mostly 57.5 µM), inactives show at the top dose activation, hits mostly activators; AID 485349; […] A-T fibroblasts, KAP-1 phosphorylation AlphaLISA; neocarzinostatin DNA damage 30 min before lysis; further: potency means the concentration at half of the fitted maximal effect; % of control where 0% means no effect; nearly all actives have a fitted effect of over 45% in size
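ATM-like activity read as KAP-1 phosphorylation via AlphaLISA donor/acceptor antibody pairs after lysis and 6 hr at 25C. Cells were ATM-null patient fibroblasts ([…], hTERT), dosed 60 min, then exposed to the DSB inducer NCS for 30 min.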
Tb PFK block: T. brucei PFK enzyme inhibition | O15648 | T. brucei PFK, ADP-Glo luminescence | Potency, µM (top dose mostly 57.5 µM), for inactives: at the top dose activity, negative = inhibition, most hits filed as inhibitors | 330,000 compounds, 0.17% hits;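 further: potency means the concentration at half of the fitted maximal effect; 0% = uninhibited 1x PFK enzyme wells and -100% = no-enzyme wells; nearly all actives have a fitted effect of over 60% in size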
Target sequence (O15648 whole entry, looked up): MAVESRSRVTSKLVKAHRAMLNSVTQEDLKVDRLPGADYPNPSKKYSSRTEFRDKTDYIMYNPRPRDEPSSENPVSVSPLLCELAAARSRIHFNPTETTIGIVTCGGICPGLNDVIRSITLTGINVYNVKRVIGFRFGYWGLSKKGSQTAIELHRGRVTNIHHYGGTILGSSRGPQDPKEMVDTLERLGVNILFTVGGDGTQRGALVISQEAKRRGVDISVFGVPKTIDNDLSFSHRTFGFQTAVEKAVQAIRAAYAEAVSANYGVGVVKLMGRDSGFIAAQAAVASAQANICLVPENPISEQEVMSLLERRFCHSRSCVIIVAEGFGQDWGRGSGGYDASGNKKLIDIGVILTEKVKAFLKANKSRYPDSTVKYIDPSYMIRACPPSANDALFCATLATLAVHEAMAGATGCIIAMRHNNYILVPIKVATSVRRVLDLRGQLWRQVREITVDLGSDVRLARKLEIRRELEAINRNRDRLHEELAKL
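Activity is normalized to no-enzyme wells (full inhibition) and 1.25 nM enzyme wells (no inhibition). Reaction: 0.5 mM F6P, 0.1 mM ATP, 45 min RT, ADP-Glo luminescence; concentration-response curves fitted and classed by quality.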
TCR activator: activators of T cell receptors; primary human leukocytes, anti-CD3, IL-2 HTRF, 48 h; Potency, µM (titrated, usually from 9.22 µM), inactives show at the top dose activation of IL-2 secretion, most hits filed as activators; 330,000 tested, under 10 active; AID 504894; further: % of control where 0% means no effect
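IL-2 release read by HTRF sandwich (Eu cryptate donor, d2 acceptor, 665 nm emission) after 48 hr exposure of primary human leukocytes to compound together with anti-CD3 beads in the absence of co-stimulatory signals.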
FBPA coupling cs: coupling enzyme interference in Giardia aldolase counter-screen | coupling enzyme system counterscreen, AmpLite Red fluorescence | 290,000 compounds, 0.67% hits | AID 2472 | activity change, negative = inhibition, % at 58.2 µM, hits read low; in the data active means activity change below about -30%; further: on the % scale 0 is the no-effect control and ±100 the full control effect
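Counterscreen of the coupled detection system alone, without aldolase: glyceraldehyde-3-phosphate coupling enzymes plus AmpLite Red readout. Compounds at 57.5 uM final, 10 min RT preincubation, 20 min RT reaction, fluorescence 525/598 nm.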
GALK inh: galactokinase (human) inhibition; Purified GALK, Kinase-Glo residual ATP luminescence; Potency, µM (top dose mostly 57.5 µM), for the others: top-dose activity change, negative = inhibition, hits mostly inhibitors; 270,000 compounds, 0.007% hits; AID 1868; further: potency means the concentration at half of the fitted maximal effect; on the % scale 0 is the no-effect control and ±100 the full control effect
Target sequence (P51570 whole entry, looked up): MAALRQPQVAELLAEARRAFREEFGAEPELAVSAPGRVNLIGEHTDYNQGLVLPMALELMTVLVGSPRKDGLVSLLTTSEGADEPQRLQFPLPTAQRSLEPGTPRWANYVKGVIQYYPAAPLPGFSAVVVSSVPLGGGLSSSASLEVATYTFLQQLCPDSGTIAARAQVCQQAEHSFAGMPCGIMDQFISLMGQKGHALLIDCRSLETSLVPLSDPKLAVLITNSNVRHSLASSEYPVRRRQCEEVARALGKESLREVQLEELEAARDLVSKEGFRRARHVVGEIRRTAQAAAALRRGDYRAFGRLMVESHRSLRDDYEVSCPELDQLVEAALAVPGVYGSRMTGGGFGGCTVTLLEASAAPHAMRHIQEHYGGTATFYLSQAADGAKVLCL
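5 nM enzyme, 35 uM ATP, 100 uM galactose, 20 mM HEPES pH8.0, 5 mM MgCl2; 1 h RT; residual ATP by Kinase-Glo Plus luminescence, qHTS format.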
Giardia kill: Giardia lamblia killing; Giardia lamblia trophozoite viability; activity change, % at 7.66 µM, hits read low; 340,000 compounds, 0.15% hits; in the data active means activity change below about -80%; inconclusive means between about -30% and that limit;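 further: parasites exposed to compound for two days anaerobically before the ATP read; on the % scale 0 is the no-effect control and ±100 the full control effect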
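Giardia lamblia trophozoites (100 cells/well) were incubated with compounds for 48 h at 37 deg C under anaerobic conditions. Viability was read as ATP content by one-step luminescence after 15-30 min at room temperature.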
* hit, by the source's call; ? = inconclusive; nt = no result given; & = joins results of further samples; [ ] = dose if it differs, or a comment. Unless noted, the call rests on the fitted dose curve; in most records, active means well fitted curve in the direction sought with a large enough effect; inconclusive means small, poorly fitted or top-dose-only effect, or another doubt; inactive means no such curve, though single readings can be large; an effect the other way counts as inactive or inconclusive. Hits appear at their usual frequency. About 1.6% of those tested had a hit in this group.

| Structure | Chronic BCR inh | TSHR antag | hERG WT inh | MLL CXXC-DNA inh | AT treatment | Tb PFK block | TCR activator | FBPA coupling cs | GALK inh | Giardia kill |
| --- | --- | --- | --- | --- | --- | --- | --- | --- | --- | --- |
| COc1ccc(Nc2ccc3nnc(-c4ccc(Br)cc4)n3n2)cc1 | 0% | 10 | nt | -2% | -1% | 0% | nt | 5 | -1% | nt |
| CC(C)Oc1cccc(C(=O)Nc2ccc(N3CCN(C)CC3)cc2)c1 | -3% | -11 | 15 | -4% | 3% | -2% | nt | -5 | -1% | 35[activator] |
| CCn1c(CCNC(=O)c2cccs2)nnc1SCC(=O)Nc1nc(-c2ccccc2)cs1 | ? | -14 | -14 | 2% | -2% | -4% | 2%[46.1 µM] | -8 | -5% | 9 |
| COC(=O)c1ccc(CSc2ccc3nnc(-c4ccccc4)n3n2)o1 | ? | 10 | 2 | -9% | -2% | -11% | 2% | 6 | 0% | -25 |
| NC(=O)CNCCC(c1ccccc1)c1ccccc1 | ? | -4&6 | 24 | 5% | 0% | ? | 0% | 4 | nt | 9 |
| Nc1nc(-c2cccc(Br)c2)cs1 | 12% | 8 | -13 | 6% | -1% | -2% | nt | 1 | 0% | 10 |
| Cc1cc(-c2nc(-c3ccc(C(C)(C)C)cc3)no2)no1 | -1% | -10 | -3 | -1% | 8% | 2% | 2% | -1 | -1% | -11 |
| C/C(=N/NC(=O)c1ccncc1)c1cc2ccc(O)cc2oc1=O | -7% | -6 | 4 | ? | 0% | 1% | -2%[46.1 µM] | 0 | -1% | 0 |
| Cc1cc(Br)c(NC(=O)COC(=O)C2CC2C)c(Br)c1 (configuration not stated) | 0% | 5 | 12 | 0% | 21% | 3% | 1%[46.1 µM] | 0 | 3% | 3 |
| O=C(CN1CCOCC1)NCCNC(=O)CN1CCOCC1 | 0% | -1 | -2 | 6% | 1% | -4% | nt | -1 | -2% | -10 |
| Cc1ccc(NC(=O)c2cc(-c3cccs3)on2)cc1C | ? | -32 | -9 | 8% | 3% | -2% | -1% | -1 | -4% | 26 |
| O=C(CCCn1c(=O)oc2ccccc21)NNC(=O)COc1ccc(F)cc1 | 3% | -4 | -1 | nt | nt | -2% | 3% | nt | nt | -28 |
| Cc1ccc2c(c1)C(c1ccccc1)N(C(=O)c1ccc3c(c1)OCO3)CC(=O)N2 (configuration not stated) | 3% | -4 | -10 | 3% | 17% | 4% | -8% | 2 | 0% | -7 |
| COc1ccc([C@@H]2[C@@H]3C(=O)N(C(C)(C)C)C(=O)[C@@H]3[C@]3(CC(C)C)C(=O)N(c4cccc(F)c4)C(=O)N23)cc1 | 4% | -2 | 6 | nt | -1% | -3% | -6% | nt | nt | -11 |
| O=C(NCC1CCCO1)C1CCN(C2CCN(Cc3ccco3)CC2)CC1 (configuration not stated) | -2% | -10 | -22 | -2% | 5% | 3% | 4% | -1 | 0% | 14 |
| COc1ccc(C(CNC(=O)Cc2ccc3ccccc3c2)N(C)C)cc1 (configuration not stated) | -1% | 4 | 15 | 6% | -6% | -1% | -4% | 0 | -1% | 2 |
| COc1ccc(C(C)=O)cc1COC(=O)c1ccc(S(=O)(=O)N(C)C)cc1 | -13% | 3 | -20 | 199%[activator] | 2% | -3% | 1% | 2 | -2% | -1 |
| CC(C)c1ccc(NS(=O)(=O)c2ccc(Cl)nc2)cc1 | 6% | 8 | 2 | 7% | 1% | 5% | 5% | 0 | 0% | 31[activator] |
| Clc1ccc(/C=C\c2nccc3c2[nH]c2ccccc23)cc1 | ? | -10 | 1 | 28% | ? | -10% | -5% | -1 | 3% | -5 |
| CS(=O)(=O)N(CCC#N)Cc1ccco1 | -1% | 3 | -3 | -3% | -2% | 0% | 6% | -1 | -1% | -4 |
| CCOc1cc(C(=O)OCC(=O)Nc2ccc(F)cc2Cl)ccc1OCC(=O)N1CCOCC1 | ? | 2 | 1 | nt | -2% | 0% | -2% | nt | nt | 5 |
| COc1ccc(CCNC(=O)C2CC(=O)N(c3ccccc3)C2)cc1OC (configuration not stated) | 3% | 6 | 0 | -7% | 3% | -5% | 2% | 1 | 1% | -2 |
| Cc1cc(=O)[nH]c(SCC(=O)Nc2nc3c(s2)CCCC3)n1 | 0% | 12 | 0 | 5% | -1% | -2% | -2% | 6 | -7% | 6 |
| CC(Sc1nnc(Cc2cccs2)n1C1CCCCC1)C(N)=O (configuration not stated) | -1% | -2 | 0 | -1% | -13% | 0% | 1% | 2 | -2% | -3 |
| COc1ccc(C(=O)Nc2ccc(Cl)cc2C(=O)NCCO)cc1 | nt | nt | 66 | 1% | nt | nt | nt | -9 | 0% | -2 |
| CN1C(=O)C(C(=O)NC(C)(C)C)C2c3ccccc3OC13CCCCC23 (configuration not stated) | ? | -4 | 0 | -8% | -2% | 5% | 3% | -1 | -1% | 15 |
| NC(=O)c1ccc(-c2noc(-c3ccccc3F)n2)cc1 | ? | -9 | nt | nt | 0% | 0% | -20% | nt | nt | -17 |
| CC(=O)c1cc(Cl)ccc1OCc1cccc(S(=O)(=O)N2CCOCC2)c1 | 5% | -10 | 11 | nt | 3% | 19% | -5% | nt | nt | -2 |
| NC(=O)COc1c(-c2ccco2)oc2ccccc2c1=O | ? | 10 | -23 | 3% | -5% | 2% | 6% | -25 | -2% | 13 |
| O=C(CC1SC(=O)NC1=O)Nc1ccc(Cl)cc1 (configuration not stated) | ? | -7 | -3 | -3% | -13% | -5% | -2% | 2 | -3% | 6 |
| CCNc1nc(Cl)nc(NCCOc2ccc(C)cc2)n1 | 9% | -5 | -3 | 8% | 2% | 2% | -2%[46.1 µM] | -1 | 0% | -3 |
| Cc1ccsc1C(=O)Nc1cccc(S(=O)(=O)N(C)C)c1 | 1% | 1 | -1 | 5% | 11% | 1% | 2%[46.1 µM] | 2 | 1% | 3 |

Single records (already shown):
Cc1ccsc1C(=O)Nc1cccc(S(=O)(=O)N(C)C)c1 reads Chronic BCR inh = 1%; TSHR antag = 1; hERG WT inh = -1; MLL CXXC-DNA inh = 5%; AT treatment = 11%; Tb PFK block = 1%; TCR activator = 2%[46.1 µM]; FBPA coupling cs = 2; GALK inh = 1%; Giardia kill = 3
NC(=O)COc1c(-c2ccco2)oc2ccccc2c1=O reads Chronic BCR inh = ?; TSHR antag = 10; hERG WT inh = -23; MLL CXXC-DNA inh = 3%; AT treatment = -5%; Tb PFK block = 2%; TCR activator = 6%; FBPA coupling cs = -25; GALK inh = -2%; Giardia kill = 13

The listing continues:
Order of values: Chronic BCR inh, TSHR antag, hERG WT inh, MLL CXXC-DNA inh, AT treatment, Tb PFK block, TCR activator, FBPA coupling cs, GALK inh, Giardia kill
O=C(N/N=C/c1ccc([N+](=O)[O-])o1)c1ccccc1NS(=O)(=O)c1cccs1
→ ?, -6, -1, 4%, -7%, -1%, 0%, -8, 5%, ?
CC(=O)CSc1ccc(-c2nc3cc(C)c(C)cc3[nH]2)cn1
→ -7%, -10, -5, -17%, -1%, 15%, -3%, -3, 0%, ?
CC(=O)N1c2ccc(S(=O)(=O)N3CCC(C(=O)Nc4ccc(F)cc4)CC3)cc2CC1C (configuration not stated)
→ 11%, -7, 3, 0%, -1%, -2%, -16%, 2, 5%, -1
O=c1c(Cl)c(NCc2ccccc2Cl)cnn1C12CC3CC(CC(C3)C1)C2
→ 7%, -1, -2, 2%, 1%, 0%, 0%[46.1 µM], 3, 0%, 6
Cc1ccc(C)c(NC(=O)c2nnn(Cc3ccccc3)c2N)c1
→ ?, 8, -4, 6%, -4%, -4%, 2%, 1, 0%, -6
COc1cccc(Nc2nc(N)c([N+](=O)[O-])c(NCc3ccccc3)n2)c1
→ ?, -2, 1, 5%, -5%, 1%, 3%, -3, -5%, -12
Cc1ccc(CN2C(=O)CCC2C(=O)NCc2cccnc2)cc1 (configuration not stated)
→ -1%, -1, 1, 2%, 2%, 2%, 5%, 1, 1%, 22
CCOC(=O)c1ccc(NC(=O)CSc2nnc(-c3cccs3)n2C)cc1
→ -2%, 13, 4, -6%, -3%, 1%, 6%, 3, -2%, -13
COc1ccc(Nc2nc3ccccc3c(=O)[nH]2)cc1
→ ?, 14, 11, -2%, -12%, ?, -4%, 1, 4%, 13
CCOc1ncccc1C(=O)OCC(=O)Nc1c(C)cc(C)cc1C
→ -26%, -4, 4, 6%, 2%, -2%, nt, -2, -1%, -7
CCOC(=O)C1CCN(C(=O)c2c(C)oc3c2C(=O)c2ccccc2C3=O)CC1
→ -3%, 4, -2, 1%, 9%, -3%, 4%, -47*, nt, ?
CCOc1ccc(CCNC(=O)CSc2cc(=O)n(C)c3ccccc23)cc1OCC
→ ?, 12, 3, 14%, ?, -1%, 1%, 0, 2%, -1
O=[N+]([O-])c1cccnc1NCCc1c[nH]c2ccccc12
→ ?, -2, 2, 5%, 1%, 1%, -6%, -2, 1%, -28
